Screens from PubChem.
ERK EGF block – inhibitors of EGF-stimulated ERK signaling pathway; HEK293-V1b, EGF-stimulated phospho-ERK AlphaScreen; AID 1454; actives 0.41% (n = 130,000); Potency, µM (titrated, usually from 11.5 µM), for the others: top-dose activity change, negative = inhibition, hits mostly inhibitors; active means well fitted inhibition curve with a large enough effect; inconclusive means small, poorly fitted or top-dose-only effect, or effect the other way;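 further: plate controls were stimulated vehicle wells for no effect and unstimulated vehicle basal for full effect; nearly all actives have a fitted effect of over 55% in size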
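HEK293 cells stably expressing V1b receptor, serum-reduced (1% FBS) overnight, got compound for 30 min at 37C, then 25 nM EGF for 5 min. Lysate phospho-ERK read by AlphaScreen SureFire; AC50 from Hill fits.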
Active calls of the source: *; ? = inconclusive; [ ] = remark or other dose. Potency means the concentration at half of the fitted maximal effect. Some of the compounds tested; the hit share may differ from the screen's.

| Structure | ERK EGF block |
| --- | --- |
| COc1ccc(CCNC(=O)CS(=O)(=O)c2cn(CC(=O)N3CCOCC3)c3ccccc23)cc1OC | 0% |
| COC(=O)c1sc(-c2ccc(C(C)(C)C)cc2)cc1NC(=O)/C=C/C(=O)O | ? |
| Cc1cccc(C(=O)NC(=S)Nc2ccccc2C(F)(F)F)c1 | -7% |
| CC(C)(C)NC(=O)c1ccccc1-c1nc2ccccc2s1 | 4%[57.5 µM] |
| CC(Sc1nncn1C)C(=O)NCc1ccc2c(c1)OCO2 (configuration not stated) | -1% |
| O=[N+]([O-])c1ccc(/C=N/Nc2nc(N3CCOCC3)nc(N3CCOCC3)n2)cc1 | -2% |
| O=C(Nc1ccccc1)c1nn(-c2cccc(C(F)(F)F)c2)ccc1=O | -1% |
| CC1=NN(c2ccccc2)C(=O)C1N=Nc1ccccc1 (configuration not stated) | 11µM* |
| CCCC1(C(=O)OC)NC(c2cc(OC)c(OC)c(OC)c2)C2C(=O)N(CC)C(=O)C21 (configuration not stated) | -2% |
| O=C(Cn1c(COc2ccccc2)nc2ccccc21)Nc1cc(Cl)ccc1Cl | -3% |
| NC(=O)c1cc(C(=O)c2ccccc2Cl)c[nH]1 | 0% |
| CC(OC(=O)c1ccccc1Oc1ccccc1)C(=O)NC1CC1 (configuration not stated) | 0% |

Some of the entries so far, with each value named:
> O=[N+]([O-])c1ccc(/C=N/Nc2nc(N3CCOCC3)nc(N3CCOCC3)n2)cc1
  ERK EGF block: -2%
> O=C(Nc1ccccc1)c1nn(-c2cccc(C(F)(F)F)c2)ccc1=O
  ERK EGF block: -1%
> CC1=NN(c2ccccc2)C(=O)C1N=Nc1ccccc1 (configuration not stated)
  ERK EGF block: 11µM*
> CCCC1(C(=O)OC)NC(c2cc(OC)c(OC)c(OC)c2)C2C(=O)N(CC)C(=O)C21 (configuration not stated)
  ERK EGF block: -2%

Following part
| Structure | ERK EGF block |
| --- | --- |
| C=CCc1cc(C=O)cc(OCC)c1O | -8% |
| Cc1ccc(NC(=O)CCCN2C(=O)c3cccc4cccc(c34)C2=O)cc1 | 3% |
| CC(=O)Nc1ccccc1C(=O)C(=O)Nc1ccc(C)c(F)c1 | 13% |
| O=C(CO/N=C/c1ccc(OC(F)F)cc1)NC1CCCC1 | 3% |
| Cc1nc([N+](=O)[O-])c(Sc2nc3ccccc3[nH]2)n1Cc1ccccc1 | -1% |
| Cc1nn(-c2ccccc2)cc1/C=N/NC(N)=S | 10%[57.5 µM] |
| CCOc1ccc(N=C(NN)c2ccc3ccccc3n2)cc1 | 6% |
| CCNC(=S)N1CCc2ccccc2C1 | 10% |
| COc1cccc(/C=N/NC(=O)CCNc2n[nH]c(=O)[nH]c2=O)c1OC | 6% |
| COc1ccc(S(=O)(=O)N2CCNCC2)cc1OC | -4% |
| O=C(NCc1ccccn1)C(=O)Nc1nc(C23CC4CC(CC(C4)C2)C3)cs1 | -3% |
| Cc1cccc(OC(C)C(=O)NCc2ccc(S(N)(=O)=O)cc2)c1 (configuration not stated) | -3% |
| O=S(=O)(c1ccc(NC(=S)NCCC(c2ccccc2)c2ccccc2)cc1)N1CCOCC1 | 5% |
| Nc1cc(=O)[nH]c(SCC(=O)Nc2ncc(C(F)(F)F)cc2Cl)n1 | -4% |
| COc1ccccc1NC(=O)N1CCCC1C(=O)Nc1ccc2c(c1)OCO2 (configuration not stated) | 9% |
| COc1ccccc1C1SCCN1C(=O)c1ccc([N+](=O)[O-])cc1 (configuration not stated) | 0% |
| Cc1cc(C)c2c(=O)n(CC(=O)Nc3cccc(F)c3)sc2n1 | -4%[57.5 µM] |
| CCOC(=O)c1sc(=S)n(C)c1NC(=O)c1ccccc1 | 0% |
| COc1cc(OC)cc(C(=O)OC/C(O)=C(\C#N)c2nc3ccccc3[nH]2)c1 | -6%[57.5 µM] |
| NS(=O)(=O)c1ccc(NC(=O)COC(=O)c2cc3ccccc3oc2=O)cc1 | -1%[57.5 µM] |
| CCOCCCNC(=O)C(NC(=O)Cc1cccs1)c1ccccc1 (configuration not stated) | 5% |
| O=C(Nc1ccc(NC(=S)NC(=O)c2ccccc2F)cc1)c1cccs1 | 3% |
| COc1cccc(/C=N/NC(=O)C(=O)NCc2cccnc2)c1O | 2% |
| CCOc1ccc(NC(=O)c2ccccn2)cc1 | 10% |
| COc1ccc(-c2cc(C(F)(F)F)nc(SCC(=O)Nc3ccc4c(c3)OCO4)n2)cc1 | 4% |
| Cc1ccc(CN2CCN(/N=C/c3ccc(C(=O)O)cc3)CC2)c(C)c1 | 27% |
| C/C(N)=C(/C#N)C(=O)COC(=O)C1CCN(C(=O)c2ccc(Cl)cc2)CC1 | 1% |
| CCc1nc(C)cn1S(=O)(=O)c1cc(F)ccc1OC | 4% |
| Nn1c(COc2cccc(Cl)c2)nc2ccccc2c1=O | 8% |
| Clc1ccc(Cn2nnc(-c3ccccc3)n2)cc1 | -1% |
| Cc1nn(C)cc1C(C(=O)NC1CCCCC1)N(C(=O)c1cnccn1)c1ccc(Oc2ccccc2)cc1 (configuration not stated) | -8% |
| Cc1cc(O)c(C(=O)/C=C/c2cccc([N+](=O)[O-])c2)c(=O)o1 | -2%[57.5 µM] |
| COc1cc(C(=S)N2CCN(c3cccc(Cl)c3)CC2)ccc1O | ? |
| O=C(Nc1ccc2c(c1)OCO2)C1CC(=O)N(CCc2ccccc2)C1 (configuration not stated) | 3% |
| CC1(C)CC(=O)C2=C(C1)OC(N)=C(C#N)C2c1cc2c(cc1[N+](=O)[O-])OCO2 (configuration not stated) | 2% |
| c1ccc2c(c1)NCCS2 | -7% |
| COc1ccc(C(=O)N2CCN(c3ccc(C)cc3C)CC2)cc1OC | -5% |
| CCCCCc1ccc(OCCCC[n+]2ccc(C)cc2)c(CCCCC)c1 | ? |
| NC(N)=Nc1ccc(Cl)cc1 | -10% |
| O=C(c1cccc(F)c1)N1CCC[C@@]2(CCN(Cc3ccncc3)C2)C1 | 2% |
| O=C(N/N=C/c1cn(-c2cccs2)nc1-c1ccccc1)c1ccccc1Cl | 13% |
| CCOC(=O)C1(Cc2ccccc2)CCN(Cc2cn[nH]c2-c2ccccc2)CC1 | 7% |
| CCC(C(=O)OCC(=O)Nc1ccc(C(N)=O)cc1)c1ccccc1 (configuration not stated) | -10% |
| COc1ccc(CCNC(=O)C2CCCN2S(=O)(=O)c2ccc(F)cc2)cc1OC (configuration not stated) | 0% |
| COc1ccc(OC)c(/C=C/C(=O)OCC(=O)Nc2ccc3c(c2)OCCO3)c1 | 5% |
| NS(=O)(=O)c1cc2c(cc1Cl)N[C@@H](C(Cl)Cl)NS2(=O)=O | -3%[25.7 µM] |
| CCN(CC(=O)NC(C)(C)C)Cc1nc2c(Br)cc(Br)cc2c(=O)[nH]1 | -15%[57.5 µM] |
| O=C(CCC(=O)c1ccccc1)NCCc1c[nH]c2ccccc12 | 5% |
| CCC/C=N/NC(=O)c1cccc(Br)c1 | 3% |
| Cc1ccc(NC(=O)CN2C(=O)C3CC=CCC3C2=O)cc1S(=O)(=O)N1CCOCC1 (configuration not stated) | 6% |
| COCCNC(=O)c1ccc(-c2csc(C)n2)cc1 | 1% |
| CC1=NNC(=O)C1CCC(=O)N/N=C/c1c(Cl)cccc1Cl (configuration not stated) | 2% |
| CCN(CCn1cccn1)C(=O)CC1C(=O)NCCN1Cc1ccc(OC)c(OC)c1 (configuration not stated) | -1% |
| O=C(Oc1ccc(NC2=C(Cl)C(=O)c3ccccc3C2=O)cc1)c1ccc([N+](=O)[O-])cc1 | -2% |
| Cn1c(=O)[nH]c(=O)c2c1nc(Br)n2CCSc1nnnn1-c1ccccc1 | 2%[57.5 µM] |
| Cc1cccc(C)c1NC(=O)N1CCCCCCC1 | -5% |
| CC(OC(=O)c1ccccc1Nc1ccc(SC(F)F)cc1)C(N)=O (configuration not stated) | -2% |
| Cc1c(C(=O)O)sc2nc(SCC(=O)Nc3ccc(S(=O)(=O)NC(C)(C)C)cc3)[nH]c(=O)c12 | -4% |
| Cc1ccc(N=C2NC(=O)/C(=C\c3ccc(C)s3)S2)cc1 | -6% |
| CC(C)CCNC1=CC(=O)CC(c2ccccc2)C1 (configuration not stated) | 2% |

In the list so far, these have a COOH group:
| Structure | ERK EGF block |
| --- | --- |
| COC(=O)c1sc(-c2ccc(C(C)(C)C)cc2)cc1NC(=O)/C=C/C(=O)O | ? |
| Cc1ccc(CN2CCN(/N=C/c3ccc(C(=O)O)cc3)CC2)c(C)c1 | 27% |
| Cc1c(C(=O)O)sc2nc(SCC(=O)Nc3ccc(S(=O)(=O)NC(C)(C)C)cc3)[nH]c(=O)c12 | -4% |

Next part:
| Structure | ERK EGF block |
| --- | --- |
| O=S(=O)(c1ccccc1)N1CCC2(CCCN(Cc3ccncc3)C2)CC1 | 10% |
| Cn1cnc([N+](=O)[O-])c1N=C(N)N | 5%[57.5 µM] |
| Cc1ccc(-n2[nH]c(C)c(C=Nc3ccc4[nH]c(=O)[nH]c4c3)c2=O)cc1 | 0% |
| COC(=O)c1cn(CC(=O)NC2CCCCCC2)c2ccccc12 | 7% |
| CC(C)(C)c1ccc(OCc2ccc(C(=O)N/N=C3\CC4CC=CC34)cc2)cc1 (configuration not stated) | 9% |
| Nc1nc(-c2ccccc2)c(C(=O)Nc2ccccc2)s1 | 1% |
| Cc1ccc(Cn2cccc2/C=N/NC(=S)Nc2ccc(C)cc2)cc1 | -4% |
| COc1ccc(OCCNS(=O)(=O)Cc2ccccc2)cc1 | 3% |
| Cc1nc(/C(N)=N/OC(=O)Cc2ccccc2)no1 | -2% |
| O=C(c1ccc(Br)cc1)c1sc(N2CCOCC2)nc1-c1ccccc1 | 0% |
| O=C(NCCCNCCCNC(=O)c1ccc(/C=N/O)nc1)c1ccc(/C=N/O)nc1 | -8%[57.5 µM] |
| O=C(CNC(=O)c1ccc2c(c1)OCCO2)N/N=C/c1cccc(Br)c1 | 19% |

Carrying on:
structure,ERK EGF block
O=C1c2ccccc2C(=O)c2c1ccc(O)c2O,?
C/C(=N\NC(=O)C(=O)Nc1c(C)n(C)n(-c2ccccc2)c1=O)c1ccc(Cl)s1,2%[57.5 µM]
COc1ccc(CN(CCC#N)CCC2(c3ccccc3)CC(C)N(C)CC2C)cc1OC (configuration not stated),-3%[57.5 µM]
O=C(O)c1nn(-c2ccccc2C(F)(F)F)cc1O,-2%[57.5 µM]
C=C(C)c1cccc(C(C)(C)NC(=O)N2CCN(c3ccccc3)CC2)c1,14%[57.5 µM]
C/C(=N/NC(=O)CSc1nc2ccccc2n1C)c1ccncc1,5%
Clc1ccc(-c2c[n+](Cc3ccc(Cl)cc3Cl)c3n2CCCCC3)cc1,-6%[57.5 µM]
c1ccc(C2[C@H]3CN(CC4CCCCC4)[C@H](c4ccccc4)C34CC2(c2ccccc2)C4)cc1 (some centres not stated),-1%
C=CCn1c(SCC(N)=O)nc2scc(-c3ccc(C)o3)c2c1=O,5%
Cn1c(-c2ccccc2)c(C(=O)CC#N)c2ccccc21,1%
Nc1c(-c2ccccc2)c(CSc2nc3ccccc3[nH]2)nn1-c1ccc(Cl)cc1,5%
Cc1ccc(SCc2cc(=O)n3[nH]cnc3n2)cc1,-7%
CCOc1ccc(NS(=O)(=O)c2ccc3[nH]c(=O)cc(C(=O)O)c3c2)cc1,9%
CC(C)CCNC(=O)C(=O)NCc1ccccc1,-12%[57.5 µM]
Cc1ccc(-n2[nH]c(C)c(C=NCc3ccncc3)c2=O)cc1,-4%[57.5 µM]
COc1ccc2c(C)nc(Nc3nc(-c4ccccc4)cc(=O)[nH]3)nc2c1,9%[57.5 µM]
COc1ccc(-c2noc(-c3cccs3)n2)cc1OC,4%[57.5 µM]
O=c1c2sc(-c3ccccc3)cc2nc2n1CCCCC2,0%[57.5 µM]
CCOc1ccc(-n2c(=O)c3sccc3n(Cc3ccc(C)cc3)c2=O)cc1,2%
COc1cc(C(=O)Nc2ccc(Cl)c(C(F)(F)F)c2)cc(OC)c1OC,3%
Fc1ccc(NC(=S)NCCc2ccc(Cl)cc2)cc1,-13%
COc1ccc(NC(=S)NNC(=O)c2ccc(S(=O)(=O)N3CCOCC3)cc2)cc1,-4%
O=C1/C(=C/c2ccccn2)SC(=S)N1c1cccc(O)c1,4%[57.5 µM]
Cc1nc(N2CCOCC2)c2c(C)c(C(=O)Nc3ccccc3Cl)sc2n1,-1%
Cc1ccc(C(=O)N2CC(=O)Nc3ccc(F)cc3C2c2ccccc2)cc1[N+](=O)[O-] (configuration not stated),1%
COc1ccc(CC(=O)Nc2cc3oc4ccccc4c3cc2OC)cc1,-2%
Nc1cc2nc[nH]c2cc1N,1%
CCCCn1[nH]c(-c2ccccc2)cc1=O,10%
COc1cc(C(F)(F)F)c(C(=O)N(C)Cc2cc(Cl)cc(Cl)c2)cn1,6%[57.5 µM]
COc1cccc(-c2csc(NNC(=O)c3cccs3)n2)c1,3%[57.5 µM]
CCOc1ccc(-c2nnc(-c3ccncc3)o2)cc1OCC,-3%
CCOC(=O)c1ccc(Nc2c(CC)c(C)nc3ncnn23)cc1,3%
CCOC(=O)C1(Cc2cccc(F)c2)CCN(C(=O)Cc2cccnc2)CC1,2%[57.5 µM]
CCOc1ccccc1NC(=O)CN1C(=O)C(=O)N(Cc2ccco2)C1=O,3%
CC1(C)SC2C(NC(=O)C(N)c3ccccc3)C(=O)N2C1C(=O)O (configuration not stated),26%
Cc1ccc(S(=O)(=O)CCC(=O)OCC(=O)NC(N)=O)cc1,-5%[57.5 µM]
CC(C)(C)OC(=O)N1CCC(CNC(=O)c2ccc(F)cc2)CC1,0%[57.5 µM]
Cc1n[nH]c(=S)n(NC(=O)/C=C/C(=O)Nn2c(=S)[nH]nc(C)c2=O)c1=O,-12%
CN1CCN(CCC2Oc3cc([N+](=O)[O-])ccc3NC2=O)CC1 (configuration not stated),4%
COc1ccc(-c2csc(NC(=S)NC(=O)/C=C/c3ccccc3)n2)cc1Br,0%[57.5 µM]
CCN(c1ccccc1)S(=O)(=O)c1ccc(C(=O)Nc2nnc(-c3ccco3)o2)cc1,18%
CC(/C=C1\SC(=S)N(NC(=O)c2ccc(O)cc2)C1=O)=C\c1ccccc1,4%
COc1ccc(NC(C)=O)cc1S(=O)(=O)Nc1ccc(C(=O)N2CCCC2)cc1,2%[57.5 µM]
